HCMV antiviral: blocks human cytomegalovirus replication; HFF cells, HCMV-luciferase reporter, 72 h; hits give low values; activity change, negative = inhibition, % at 57.5 µM; hit rate 4.5% among 410,000; AID 1259415; in the data active = activity change below about -60%; inconclusive = no clear call, values can overlap the other calls; inactive = above about -39%
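HFF cells seeded 16 h at 37C, treated with compounds, infected with luciferase-reporter HCMV at MOI 1 PFU/cell; luciferase read at 72 h post infection, normalized to buffer-only and Salinomycin controls.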
An asterisk follows results filed as active; ? = inconclusive. % is set by controls: 0 for no effect and ±100 for the full control effect. A portion of the library; count on the stated rates, not on these rows.

SMILES	HCMV antiviral
CCOC(=O)C1CSCCS(=O)(=O)N1Cc1ccc(F)cc1 (stereo not drawn)	19
COc1ccc(S[C@]2(c3nc(C)no3)CC(=O)N(S(=O)(=O)c3ccc(F)cc3)[C@@H]2c2ccc(OC)cc2)cc1	-18
Cc1ccccc1C1=CC(=O)CC(C)(C)C1=O	-19
COC(=O)[C@@H]1[C@@H](CO)[C@@H]2Cn3c(cccc3=O)[C@H]1N2S(=O)(=O)c1cccc(C)c1	21
Oc1ccc(Nc2nccc3[nH]c(-c4ccccc4)cc23)cc1	-1
COC(=O)C(CC(C)C)N(Cc1ccc(Br)cc1)S(=O)(=O)CCl (stereo not drawn)	-1
COC(=O)C1=C(C)N(Cc2ccccc2)C(=S)NC1c1ccc(Br)cc1 (stereo not drawn)	2
COc1cccc(NC(=O)C(Nc2ccccc2)c2ccccc2F)c1 (stereo not drawn)	-67*
COC(=O)C1(O)CC(c2ccccc2)C(C(=O)c2ccccc2)N1c1ccc(Br)cc1 (stereo not drawn)	-14
O=S1(=O)N[C@H](Cc2ccccc2)COc2cc(F)ccc21	-22
CCC(C)N(Cc1ccc(OC)cc1OC)S(=O)(=O)c1cc(Br)ccc1Br (stereo not drawn)	-25
CC(NC(=O)C(NC(=O)OCc1ccccc1)C(C)O)C(=O)OCc1ccccc1 (stereo not drawn)	13
C[C@H](CO)N1C[C@H](C)[C@@H](CN(C)C(=O)c2ccncc2)OCc2cn(nn2)CCCC1=O	22
COc1ccc(CN2C(=O)C(n3c(C)ccc3C)c3cc(OC(F)(F)F)ccc32)cc1 (stereo not drawn)	-88*
COc1cccc2c1NC1(C)c3ccccc3-n3nncc3CN1C2=O (stereo not drawn)	-8
CN1OC(C)(CC(=O)NCCc2ccccc2)N=C1c1ccccc1F (stereo not drawn)	37
O=C(Nc1ccccc1C(F)(F)F)N[C@H]1CC[C@@]23CCCN2C(=O)CCC[C@H]3C1Cc1ccccc1 (stereo partly drawn)	5
O=C(Nc1cc(F)ccc1F)N1CC(=O)N2[C@@H](CO)[C@H](c3ccc(Br)cc3)[C@@H]2C1	4
CCOC(=O)C1=C(C)N(CCCC(=O)O)C(=O)NC1c1ccccc1OC(=O)c1cccs1 (stereo not drawn)	19
Cc1ccc(OC(=O)N(C)C[C@@H]2OCc3ccccc3-c3c(n(C)c4ccccc34)C(=O)N([C@H](C)CO)C[C@H]2C)cc1	12
Cc1noc(C)c1CN1CCN2C=C(C(=O)NCCCc3ccccc3)OC2=NC1=O	10
CN1OC(C)(CC(=O)NCc2ccccc2)N=C1c1ccccc1F (stereo not drawn)	-12
CCOC(=O)c1cccn1C1C(=O)N(Cc2ccc(C(F)(F)F)cc2)c2ccc(OC(F)(F)F)cc21 (stereo not drawn)	-13
O=C(NCc1ccccc1)[C@H]1CCCN1C(=O)[C@H]1CCCN1C(=O)c1cc(F)cc(F)c1	21
CCOC(=O)c1c(-c2ccc([N+](=O)[O-])cc2)[nH]c2ccc(C)cc12	-22
O=C(N[C@H]1CC[C@@]23CCCN2C(=O)CCC[C@H]3[C@H]1Cc1ccccc1)c1cccnc1	-11
COC(=O)[C@]12C[C@H](CC(=O)NCC34CC5CC(CC(C5)C3)C4)C(=O)N(CCC3=CCCCC3)C1=C[C@H](COCc1ccccc1)O[C@@H]2C	50
COC(=O)Cc1nnn2c1[C@H](C)[C@H](c1ccccc1Br)OC[C@H](C)C2	1
O=S(=O)(c1ccccc1)N1CCC(c2noc3ccccc23)CC1	-13
COC(=O)C1=C(C)N(Cc2cccc(C(F)(F)F)c2)C(=NCc2ccc3c(c2)OCO3)NC1c1cccc(F)c1 (stereo not drawn)	-24
COc1ccccc1CN1Cc2ccccc2Oc2ccccc2S1(=O)=O	-32
Nc1[nH]c(C(=O)c2ccc(Br)cc2)c(-c2ccc3c(c2)OCO3)c1C(=O)NCCc1c[nH]c2ccccc12	-12
Cc1ccccc1C(=O)N[C@H](C(=O)N1CCC[C@H]1C(=O)NCc1ccccc1)c1ccccc1	35
CC(C)C[C@H]1COc2cccc(N3CCOCC3)c2S(=O)(=O)N1	-16
COC(=O)[C@]12C[C@H](CC(=O)NCC3CCCCC3)C(=O)N(CCC3=CCCCC3)C1=C[C@H](C(C)(C)C)O[C@@H]2C	1
O=Nc1ccccn1	26
C[C@H](c1ccccc1)N1C[C@@H](COCc2ccccc2)Oc2cccc(Oc3ccccc3)c2S1(=O)=O	-21
Cc1ccc(Cc2c(-c3ccc(C#N)cc3)nc3ccc(C)cn23)cc1	30
C=CCN=C1NC(c2ccccc2)C(C(=O)OC)=C(C)N1C (stereo not drawn)	5
CC(C)C(c1nnnn1Cc1ccccc1)N1C(=O)C(=O)c2ccccc21 (stereo not drawn)	-30
C[C@@H]1CN(C(=O)OC(C)(C)C)CCN1c1ccc(N2CC[C@H](O)C2)c(C#N)c1	-13
O=C(CCc1c[nH]c2ccccc12)Nc1ccc(Nc2ccncc2)cc1	-3
COC(=O)CCN(Cc1cccc(OC)c1OC)S(=O)(=O)c1ccccc1Br	-16
Cc1ccc(C(=O)C2C(=O)C3CCC2C3)cc1 (stereo not drawn)	-73*
COc1cccc(CN2CC3(CN(S(C)(=O)=O)C3)c3c(n(C)c4cc(OC)ccc34)[C@H]2CO)c1	-33
CC1CCCN(c2cccc3c2S(=O)(=O)N([C@H](C)c2ccccc2)C[C@@H](COCc2ccccc2)O3)C1 (stereo partly drawn)	-82*
O=C(Cc1ccccc1)N1O[C@H]2C=C[C@@H]1C2	2
O=C(NCc1ccccc1)c1cnc(Cc2c[nH]c3ccccc23)c(I)c1	5
C[C@@H]1CN([C@H](C)CO)C(=O)CCCn2cc(nn2)CO[C@H]1CN(C)C(=O)Oc1ccccc1	-25
CN1C(c2ccccc2)CC(C)(O)CC1c1ccccc1 (stereo not drawn)	-33
O=Cc1cscc1[B-](F)(F)F	18
CC(C)CNc1cccc2c1S(=O)(=O)N[C@@H](Cc1ccccc1)CO2	-18
NC(=O)NN=C1CCC(O)CC1CC(=O)O (stereo not drawn)	-22
Cc1cc(C(=O)Nc2cnn(C(C)(C)C(=O)NCc3ccco3)c2)c(C)o1	-5
C=CCN1C=C(C(=O)OCC)C(=O)CC1	-4
CCOC(=O)C1=CCN(S(=O)(=O)c2ccc(Br)cc2)C1c1cccc(Br)c1 (stereo not drawn)	-22
c1ccc(Cc2cnc(N3CCNCC3)nc2)cc1	-2
CCOC(=O)C1=C(C)N(CCCC(=O)O)C(=O)NC1c1ccc(C(F)(F)F)cc1 (stereo not drawn)	5
COc1cc(Nc2cc3c(cn2)nc(Cc2ccccc2)n3C)cc(OC)c1OC	31
COc1cc(-c2nccc3[nH]nc(-c4ccccc4)c23)cc(OC)c1OC	-19
Additional records
SMILES	HCMV antiviral
C[C@@H]1CN([C@@H](C)CO)C(=O)CCCn2cc(nn2)CO[C@H]1CN(C)C(=O)NC1CCCCC1	-13
CN1CCCN(C(=O)CSc2nc3cccnc3n2C)CC1	8
O=C1CCC[C@H]2[C@@H](Cc3ccccc3)[C@@H](NS(=O)(=O)c3ccc(C(F)(F)F)cc3)CC[C@]23CCCN13	?
Cc1[nH]nc2c1C(c1ccc(F)cc1)N(Cc1ccccc1)C2=O (stereo not drawn)	-39
Cc1ccc2nc(-c3ccc(F)cc3)c(Cc3cccc(F)c3)n2c1	115
Oc1ccc2c3c1O[C@H]1c4[nH]c5c(c4CC4(O)C(C2)N(CC2CC2)CCC314)CC1(O)[C@H]2Cc3ccc(O)c4c3[C@@]1(CCN2CC1CC1)C5O4 (stereo partly drawn)	?
Clc1cccc2c1C1CC2CCN1Cc1ccccc1 (stereo not drawn)	4
O=C1CCCCC1CCS(=O)(=O)NCc1ccccc1 (stereo not drawn)	1
Cc1ccc(F)cc1C(=O)N1CCCCC1c1cc(C(=O)Nc2ccncc2)no1 (stereo not drawn)	-16
COCC1CN(CCc2ccc(F)cc2)S(=O)(=O)c2c(F)cccc2O1 (stereo not drawn)	-19
COc1ccc2c([N+](=O)[O-])c(-c3ccccc3)[nH]c2c1	-20
CC1=C2CCC[C@]3(C)CCOC23C=CC1=O (stereo partly drawn)	-1
Cc1ccc(C)n1C1C(=O)N(Cc2ccc(C(C)C)cc2)c2ccc(OC(F)(F)F)cc21 (stereo not drawn)	-27
Fc1ccccc1-c1noc2nc(OCc3ccc(OC(F)F)cc3)ccc12	8
COC(=O)C(Cc1ccc(O)cc1)NS(=O)(=O)Cc1ccccc1 (stereo not drawn)	12
Cc1ccc(C)n1C1C(=O)N(Cc2ccc(C(C)C)cc2)c2ccc(Cl)cc21 (stereo not drawn)	-17
COc1cc(OC)cc(-c2cc3c(Nc4ccc(OC)nc4)nccc3n2C)c1	-31
O=C(NC1CCCCC1)OC[C@@H]1CSCCS(=O)(=O)N1	-5
Fc1cc(F)c(-c2nc3ccccc3nc2-c2ccccc2)c(F)c1	-12
COC(=O)[C@@H]1[C@@H](CO)[C@@H]2Cn3c(ccc(Br)c3=O)[C@H]1N2S(=O)(=O)c1cn(C)cn1	65
CC(C)Oc1cccc(Nc2cc3c(cn2)cc(-c2cccc(C(F)(F)F)c2)n3C)c1	?
COc1cc(OC)c(NC(=O)C(Sc2nc(C)cc(C)c2C#N)c2ccccc2)cc1Cl (stereo not drawn)	?
C[C@H](CO)N1C[C@H](C)[C@@H](CN(C)C(=O)Nc2ccc3c(c2)OCCO3)OCc2cn(nn2)CCCC1=O	12
CC(=O)C(C(=O)Nc1c(C)cccc1C)N(C(=O)Cc1ccc([N+](=O)[O-])cc1)c1ccccc1 (stereo not drawn)	3

Rewritten field by field: entries from further up.
COC(=O)Cc1nnn2c1[C@H](C)[C@H](c1ccccc1Br)OC[C@H](C)C2
  HCMV antiviral = 1
O=S(=O)(c1ccccc1)N1CCC(c2noc3ccccc23)CC1
  HCMV antiviral = -13
COC(=O)C1=C(C)N(Cc2cccc(C(F)(F)F)c2)C(=NCc2ccc3c(c2)OCO3)NC1c1cccc(F)c1 (stereo not drawn)
  HCMV antiviral = -24
COc1ccccc1CN1Cc2ccccc2Oc2ccccc2S1(=O)=O
  HCMV antiviral = -32

Looked up one by one from above:
SMILES	HCMV antiviral
Fc1cc(F)c(-c2nc3ccccc3nc2-c2ccccc2)c(F)c1	-12
C[C@H](CO)N1C[C@H](C)[C@@H](CN(C)C(=O)Nc2ccc3c(c2)OCCO3)OCc2cn(nn2)CCCC1=O	12
COc1cc(OC)cc(-c2cc3c(Nc4ccc(OC)nc4)nccc3n2C)c1	-31

Further structures follow.
SMILES	HCMV antiviral
COCc1[nH]nc2c1C(c1ccc3c(c1)OCO3)N(c1ccc(OC)cc1)C2=O (stereo not drawn)	?
CN(C)C(=O)C[C@H]1C[C@@H]2c3cc(NC(=O)NC4CCCC4)ccc3O[C@@H]2[C@@H](CO)O1	-15
COC(=O)C1=C(C(=O)OC)C2CCCC1C1N=NN(c3ccccc3)C21 (stereo not drawn)	18
C[C@@H]1COc2cc(N3CCCCC3)ccc2S(=O)(=O)N1	9
O=C(c1cnccn1)N1CC(=O)N2[C@@H](CO)[C@H](c3ccc(Br)cc3)[C@@H]2C1	-23
O=C(O)CCCC(=O)OCCCc1cc2ccccc2c(=O)o1	-3
COC(=O)C(Nc1cc(OC)ccc1OC)(c1cccc(OC)c1)C(Nc1cc(OC)ccc1OC)c1ccc(Br)cc1 (stereo not drawn)	-20
O=C(Nc1ccc2ccccc2c1)C(=O)c1ccccc1F	-19
CCN(CC)C(=O)c1ncn2c1C(=O)N[C@@H](C)C2	-11
Cc1cccc(CN2[C@@H](C)[C@H](c3ccccc3)Oc3cc(Br)ccc3S2(=O)=O)c1	?
COc1cccc(Nc2cc3c(cn2)cc(-c2cnn(C)c2)n3C)c1	-15
C=CCN1C[C@H](COC(=O)CSc2ccccc2)Oc2cccc(F)c2S1(=O)=O	1
CC1(C)CC(=O)C=C(c2ccccc2F)C1=O	-10
CCOC(=O)C1=CCN(S(=O)(=O)c2ccccc2F)C1c1ccc(Br)cc1 (stereo not drawn)	-16
Cc1ccc(C2=NCC(C)n3c2c2ccc(C(F)(F)F)cc2[n+]3[O-])cc1 (stereo not drawn)	23
CN1C2CCC1C(C(=O)Oc1ccccc1)C(c1ccc(Cl)cc1)C2 (stereo not drawn)	-77*
C=C1C/C(C)=C/CCc2cc(OS(=O)(=O)C(F)(F)F)ccc2-c2ccc(OC)c(OC)c21	-1
COCCN1Cc2cc(C(=O)OC)c3c(c2C1=O)c1ccccc1n3S(=O)(=O)c1ccc(C)cc1	74
CC(=O)Nc1cccc(NC(=O)CC2(C)N=C(c3cccc(Br)c3)N(C)O2)c1 (stereo not drawn)	-13
O=C1CN(S(=O)(=O)Cc2ccccc2)C[C@H]2[C@H](c3ccc(Br)cc3)[C@H](CO)N12	-1
CCC[C@H]1[C@@H](NS(=O)(=O)c2ccc(-c3ccccc3)cc2)CC[C@@]23CCCN2C(=O)CCC[C@@H]13	-6
CC(C)CNc1cccc2c1S(=O)(=O)N[C@@H](CC(C)C)CO2	-19
O=C(Nc1ccc2c(c1)OCO2)N[C@H]1CC[C@@]23CCCN2C(=O)CCC[C@H]3C1Cc1ccccc1 (stereo partly drawn)	33
